Assay outcomes from PubChem BioAssay.
Tau fibril FP: qHTS for Inhibitors of Tau Fibril Formation, Fluorescence Polarization. Microtubule-associated protein tau (Homo sapiens), P10636. K18 P301L tau heparin fibrillization, Alexa594 FP, 6 h. Potency, µM (series often up to 57.7 µM), for the others: top-dose activity, negative = inhibition, usual class: inhibitors. 0.39% of 280,000 active. AID 1468, 2008; further: on the % scale 0 is the no-effect control and ±100 the full control effect; nearly all actives have a fitted effect of over 55% in size
Target sequence (P10636 561-689 P618L limits assumed): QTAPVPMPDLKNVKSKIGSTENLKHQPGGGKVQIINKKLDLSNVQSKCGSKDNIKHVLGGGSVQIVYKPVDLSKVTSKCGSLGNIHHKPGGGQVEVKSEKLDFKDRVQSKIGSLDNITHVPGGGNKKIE
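FP of Alexa 594-tau after heparin (20 uM) induction. Substrate: human K18 P301L, 15 uM unlabeled, 0.24 uM labeled. Buffer 100 mM sodium acetate pH 7. 6 hr, 37 C.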
GAA inh: qHTS Assay for Inhibitors of Human alpha-Glucosidase as a Potential Chaperone Treatment of Pompe Disease; Potency, µM (series often up to 76.9 µM), inactives show top-dose activity change, negative = inhibition, actives largely listed as inhibitors; Lysosomal alpha-glucosidase (Homo sapiens), P10253; purified human GAA, 4-MU-alpha-glucoside fluorescence; 0.005% of 200,000 active; AID 1466, 2008;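 further: plate controls were uninhibited enzyme wells for no effect and no-enzyme background for full effect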
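Activity normalized between no-enzyme (basal) and enzyme-only wells. Conditions: 4 nM human enzyme, 400 uM fluorogenic substrate, citrate/phosphate pH 5.0 with Tween-20, 20 min room temperature, compounds up to 77 uM.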
aGal spleen mod: qHTS Assay for Inhibitors and Activators of Human alpha-Galactosidase From Spleen Homogenate. Potency, µM (doses to about 80 µM), for the others: top-dose activity change, negative = inhibition, usual class: inhibitors. 0.008% of 240,000 active. AID 2107, 2009. human spleen homogenate, 4MU-alpha-Gal fluorescence, 40 min. Alpha-galactosidase A (Homo sapiens), P06280;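 further: 0% = enzyme with vehicle and -100% = no enzyme basal signal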
Target sequence (P06280 32-429 limits assumed): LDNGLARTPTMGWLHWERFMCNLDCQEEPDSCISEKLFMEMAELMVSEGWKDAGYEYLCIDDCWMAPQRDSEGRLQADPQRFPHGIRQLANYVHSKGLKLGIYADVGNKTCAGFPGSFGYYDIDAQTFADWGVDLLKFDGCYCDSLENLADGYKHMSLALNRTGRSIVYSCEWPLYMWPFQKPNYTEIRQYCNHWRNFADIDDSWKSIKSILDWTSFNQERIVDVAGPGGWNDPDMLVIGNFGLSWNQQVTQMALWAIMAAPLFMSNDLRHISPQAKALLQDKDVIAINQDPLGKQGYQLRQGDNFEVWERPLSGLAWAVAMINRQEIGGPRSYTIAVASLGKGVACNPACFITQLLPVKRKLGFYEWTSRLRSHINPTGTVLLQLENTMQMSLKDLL
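Spleen homogenate 1 ug + cpd (titration) + 4-MU-alpha-D-galactopyranoside 1 mM; 37C 40 min; 50 mM citrate/phosphate pH 5.0, 0.01% Tween-20; stop pH 10; fluorescence 365/440; AC50 via Hill.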
aGlu spleen mod: qHTS Assay for Inhibitors and Activators of Human alpha-Glucosidase From Spleen Homogenate; Lysosomal alpha-glucosidase (Homo sapiens), P10253; 0.006% of 240,000 active; Potency, µM (highest dose often 79.9 µM), for inactives: top-dose activity change, negative = inhibition, hits mostly inhibitors; human spleen homogenate, 4-MU-alpha-glucoside fluorescence;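 further: 0% = enzyme with vehicle and -100% = no enzyme basal signal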
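Human spleen homogenate (1 ug) with 4-methylumbelliferyl-alpha-D-glucopyranoside (1 mM final) in 50 mM citrate/phosphate pH 5.0, 0.01% Tween-20; 40 min at 37 C. Stopped at pH 10; 4-MU fluorescence Ex 365/Em 440 nm; AC50 by Hill fit.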
Tau ThT inhib: qHTS for Inhibitors of Tau Fibril Formation, Thioflavin T Binding; Microtubule-associated protein tau (Homo sapiens), P10636; recombinant tau K18 P301L, heparin-induced fibrillization, ThT fluorescence; Potency, µM (series often up to 57.4 µM), inactives show at the top dose activity, negative = inhibition, hits mostly inhibitors; 2.1% of 270,000 active; AID 1460, 2008; further: on the % scale 0 is the no-effect control and ±100 the full control effect; nearly all actives have a fitted effect of over 55% in size
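Tau K18 P301L fragment (15 uM unlabeled plus 0.24 uM Alexa 594-labeled) in 100 mM sodium acetate pH 7 with compound, fibrillization induced by 20 uM heparin for 6 hr at 37 C. Thioflavin T (30 uM) added, fluorescence read after 1 hr (ex 450, em 510 nm).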
Tau fluor counter: Counterscreen qHTS for Inhibitors of Tau Fibril Formation, Fluorescence Polarization; tau K18 P301L Alexa594 fluorescence, heparin fibrillization; Potency, µM (titrated, usually from 57.7 µM), without a hit: top-dose activity change, negative = decrease; 0.93% of 280,000 active; further: on the % scale 0 is the no-effect control and ±100 the full control effect; nearly all actives have a fitted effect of over 55% in size
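Human tau K18 P301L (15 uM unlabeled, 0.24 uM Alexa 594-labeled) in 100 mM sodium acetate pH 7 with 20 uM heparin, 6 hr at 37 C. ThT 30 uM added, 1 hr ambient; Alexa 594 FP and total fluorescence read at 555/632 nm.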
HTT ATP protect: qHTS Multiplex Assay to Identify Dual Action Probes in a Cell Model of Huntington: Cytoprotection (ATP); 0.14% of 230,000 active; AID 1471, 2008; Potency, µM (highest dose often 56.4 µM), inactives show cytoprotection (ATP increase), actives largely listed as activators; PC12 HTT-Q103 induced, cytoprotection, ATP luminescence, 40 h;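 further: % of control where 0% means no effect; nearly all actives have a fitted effect of over 45% in size; toxic huntingtin expression switched on by the ecdysone agonist tebufenozide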
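Cells were plated at 1500 per well in phenol red-free DMEM with 5% equine and 5% calf serum. Tebufenozide (100 nM final) and compounds were added, then ATPlite reagent, and luminescence was read.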
GAA glycogen: qHTS Assay for Inhibitors and Activators of Human alpha-Glucosidase Cleavage of Glycogen | Potency, µM (top dose mostly 76.4 µM), for inactives: top-dose activity change, negative = inhibition, most hits filed as inhibitors | Lysosomal alpha-glucosidase (Homo sapiens), P10253 | recombinant GAA, glycogen substrate, Amplex Red glucose oxidase fluorescence | 0.38% of 300,000 active;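 further: 0% = full enzyme reaction and -100% = no-enzyme basal signal; the screen sought inhibitors and activators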
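Recombinant human alpha-glucosidase (4 nM final) hydrolysed bovine liver glycogen (30 ug) for 40 min at 37 C in pH 5.0 citrate/phosphate with 0.01% Tween-20. Released glucose detected by glucose oxidase/Amplex Red, Ex 573/Em 610 nm. Compounds up to 77 uM; AC50 from Hill fits.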
Active calls of the source: *; ? = inconclusive; . = no result given; & = joins results of further samples; [ ] = remark or other dose. The call rests on the fitted dose curve; in most records, active means well fitted curve in the direction sought with a large enough effect; inconclusive means small, poorly fitted or top-dose-only effect, or another doubt; inactive means no such curve, though single readings can be large; an effect the other way counts as inactive or inconclusive. Potency means the concentration at half of the fitted maximal effect. Random draw from the library; 3.3% or so of the library scored in one or more.

Molecule | Tau fibril FP | GAA inh | aGal spleen mod | aGlu spleen mod | Tau ThT inhib | Tau fluor counter | HTT ATP protect | GAA glycogen
Cc1cc(Br)ccc1NC(=O)C1CCCO1 (configuration not stated) | 0% | -3% | 0% | -6% | -14% | -13% | ? | 3%
Cc1nc(Nc2ccc(Cl)c(Cl)c2)sc1C(=O)Nc1ccccc1 | 5% | -5% | 0% | 1% | ? | 11µM*[quencher] | 1%[10 µM] | 4%
Cc1ccc(C)c(SCC(=O)Nc2ccc(S(=O)(=O)Nc3ncccn3)cc2)c1 | -2% | -6% | -5% | -5% | 4% | -1% | 10%[10 µM] | 5%
Cc1ccc(-c2cc(C(=O)Nc3ccc(S(=O)(=O)Nc4ncccn4)cc3)[nH]n2)c(O)c1C | -9% | . | -4% | 6% | . | -19% | 5%[10 µM] | 21%
CC(=O)Nc1cccc(C(=O)/C=C/c2ccc(Br)cc2)c1 | -10% | 7% | -1% | -4% | ? | 0% | . | -4%
CNC(=S)N1N=C(c2ccc(C)cc2)CC1c1ccc(OC)cc1 (configuration not stated) | -4% | 2% | 0% | -5% | 0% | -24% | -22% | -1%
Cn1c(C(=O)O)c(CC(=O)Nc2ccccc2F)c2ccccc21 | 2% | -5% | 9% | 6% | -3% | 7% | -10% | -3%
CCC(=O)Nc1cc(C(=O)O)ccc1Sc1ccccc1 | 1% | 0% | -3% | -2% | 8% | 8% | -23% | -5%
COC(=O)c1sc2ncccc2c1OCc1ccccc1Cl | ? | -4% | 4% | 0% | ? | -30% | -20% | -17%
NCCCC[C@@H]1NC(=O)c2cc([N+](=O)[O-])cc(I)c2SC[C@@H](C(N)=O)NC(=O)[C@H](Cc2ccc(O)cc2)NC1=O | 9% | -1% | 9% | 4% | ? | -27% | . | 3%
CCC1=NN2C(=N)/C(=C\c3cccn3-c3ccc(C)cc3C)C(=O)N=C2S1 | 3% | -8% | -15% | . | ? | -20% | -8% | -3%
COc1ccc(/C=C(/NC(=O)c2ccccc2)c2nc3ccc(Cl)cc3[nH]2)cc1OC | 4% | -8% | 1% | -4% | ? | -22% | . | -10%
CCCCN(CC)C(=O)c1n[nH]c(=O)c2ccccc12 | 6% | -2% | -4% | -4% | -1% | -3% | 5% | -4%
c1ccc(CO/N=C(\c2ccc(C3CC3)nc2)C2CC2)cc1 | -17% | -7% | -5% | -5% | -18% | -14% | -49%[inhibitor] | -2%
CCOC(=O)CSc1nc(N)nc(C)c1Br | -11% | ? | -8% | -1% | -16% | -15% | -3%[10 µM] | 10%
O=C(NCc1cccnc1)c1csc2c1CCCC2 | -2% | 6% | -18% | -3% | 4% | 1% | -2%[10 µM] | 8%
Cc1ccc(OCC(=O)N(c2ccc(C)cc2)S(=O)(=O)c2ccc(Cl)cc2)cc1 | 11% | . | . | . | ? | -13% | . | -11%[76.3 µM]
COc1ccc(CNC(=S)Nc2cccc(C)c2)cc1 | -7% | 3% | 0% | 3% | -4% | -15% | 12% | -7%
CCN(CC)S(=O)(=O)c1ccc(NC=C(C#N)C#N)cc1 | 2% | . | -2% | -3% | . | 20% | -1%[10 µM] | -4%
O=C(NNc1ccc(-c2csnn2)cc1)c1cc(Cl)cc(Cl)c1 | 1% | . | -5% | 1% | . | ? | -8%[10 µM] | ?
CCOC(=O)c1c(C)nc2sc(C(N)=O)c(N)c2c1-c1ccccc1 | -9% | 10% | 3% | -1% | ? | -23% | -11% | -8%
C=CCc1ccccc1OCC(O)CN1CCN(c2ccc(C)cc2)CC1 (configuration not stated) | 10% | -13% | 3% | 6% | ? | ? | -13% | -11%
CCC(=O)Nc1ccc(C(=O)NNC(=O)C(c2ccccc2)c2ccccc2)cc1 | 7% | 3% | -2% | -7% | 10% | 7% | 0%[10 µM] | 7%
O=C(CSC1=NC2(CCCCC2)N=C1c1ccccc1)Nc1ccc2c(c1)OCCO2 | 6% | 5% | 1% | -2% | 0% | -4% | . | -6%
COc1ccc(NC(=O)C2CCCN(c3cnccn3)C2)c(OC)c1 (configuration not stated) | 2% | . | . | . | -9% | -7% | . | 23%&-7%[76.3 µM]
COc1cc(NC(=O)CSc2nnc(C)n3c2cc2oc(C)cc23)cc(OC)c1 | 3% | . | . | . | ? | -12% | . | 14%[76.3 µM]
Cn1nc(C(=O)Nc2ccc(S(=O)(=O)NCc3ccco3)cc2)c2ccccc2c1=O | ? | . | 12% | 1% | -9% | ? | 10%[10 µM] | 5%
CC(N)(C(=O)O)c1ccc(C(=O)O)cc1 (configuration not stated) | -1%&6% | . | 6%&2% | 2%&10% | -13%&8% | -8%&5% | -29% | .
CC1CCN(S(=O)(=O)c2nnc(NC(=O)c3cccc(Br)c3)s2)CC1 | 2% | . | . | . | ? | -16% | . | -10%[76.3 µM]
CNc1cccccc1=S | ? | -7% | 2% | -11% | 13µM* | -29% | -12% | -15%
CC(C)c1ccccc1OCCNC(=O)c1cccnc1 | 1% | 8% | -8% | -7% | 3% | -5% | . | 22%
CCOc1ccc(C(=O)c2cn(CC(=O)Nc3ccc4c(c3)OCCO4)c3ccc(OC)cc3c2=O)cc1 | 1% | . | . | . | -7% | -25% | . | 7%[76.3 µM]
CC(=O)Nc1nonc1-c1nnc(SCC(=O)Nc2cc(Cl)ccc2C)n1C | -5% | . | . | . | -8% | -11% | . | -2%[76.3 µM]
COc1ccccc1CCN=C(N)NS(=O)(=O)c1ccccc1 | -12% | 1% | 1% | -9% | 0% | -2% | 2% | 2%
CCCCC/C=C\C[C@H](O)/C=C/C=C/C=C/[C@@H](O)CCCC(=O)O | 2% | . | 5% | 6% | -3% | -4% | ? | .
CCOc1ccccc1N1CC(C(=O)NCCc2ccc(S(N)(=O)=O)cc2)CC1=O (configuration not stated) | -3% | 2% | -2% | -2% | -6% | 0% | -1% | 8%
O=C(N/N=C/c1nn(-c2ccccc2)cc1-c1ccccc1)c1ccncc1 | ? | 3% | -4% | -4% | -17% | ? | . | -6%
Cc1cc(C=O)c(C)n1-c1sc2c(c1C(=O)O)CCCC2 | -3% | 3% | -2% | 1% | 0% | 7% | 20%[10 µM] | 2%
Cc1ccc2c(c1)C(c1ccc(F)cc1)N(C(=O)C(C)C)CC(=O)N2 (configuration not stated) | -7% | . | . | . | -3% | -14% | . | -12%[76.3 µM]
O=C(CCCn1c(=O)c2cccn2c2ccccc21)NCc1ccccc1Br | -5% | . | . | . | 10% | 16% | . | -5%[76.3 µM]
CSc1cccc(NC(=S)N(CCCN2CCCC2)Cc2cccn2Cc2ccc(Cl)cc2)c1 | -1% | 1% | 5% | 0% | ? | ? | -36%[inhibitor] | -20%
Cc1c(N2C(=O)/C(=C/c3ccccc3)SC2=S)c(=O)n(-c2ccccc2)n1C | 6% | 1% | 5% | -1% | ? | -7% | -8% | -16%
CCc1ccc(CN(Cc2ccco2)C(=O)COc2ccc(Cl)c(C)c2)cc1 | -1% | . | . | . | ? | -7% | . | 9%[76.3 µM]
CCCCOc1ccc(S(=O)(=O)N2CCCCCC2)cc1 | 12% | -3% | -2% | 0% | -1% | 3% | -3% | -3%
O=C(Cn1cccc1C(=O)c1ccccc1)NCc1ccc(F)cc1 | -1% | . | . | . | 2% | -5% | . | 6%&16%[76.3 µM]
C=CCn1c(Sc2ccccc2)nc2c1c(=O)[nH]c(=O)n2C | -9% | -3% | -1% | 1% | -4% | -6% | -12%[10 µM] | 5%
COc1ccccc1-n1c2nc3ccccc3nc2c2c(=O)n(-c3cc(C)cc(C)c3)cnc21 | 6% | 3% | 3% | -1% | 8% | 0% | 23%[10 µM] | 2%
CCc1ccc(N(C(=O)CNC(=O)c2cccs2)C(C(=O)NC(C)(C)C)c2cc(OC)c(OC)c(OC)c2)cc1 (configuration not stated) | -7% | 0% | 3% | -7% | -8% | -4% | -2% | 1%
COc1cc(C(=O)NC2(C(F)(F)F)NC(=O)N(CCCc3ccccc3)C2=O)cc(OC)c1OC (configuration not stated) | -8% | 2% | -5% | -9% | -4% | -16% | 35%[10 µM] | 4%
OCCN(Cc1ccccc1)Cc1cccc(Cl)c1Cl | -7% | -12% | -1% | -5% | -20% | -16% | 2% | -9%
COc1ccc(N2C(=O)NC(NC(=O)c3ccncc3)(C(F)(F)F)C2=O)cc1 (configuration not stated) | 4% | ? | 1% | -4% | 1% | 4% | 28% | 12%
O=C(Nc1ccc(Oc2ccc(C(F)(F)F)cn2)c(Cl)c1)C1CC1 | -9% | -8% | -1% | -12% | -1% | -20% | -32%[inhibitor] | -3%
COc1ccc(C)cc1S(=O)(=O)N(C)CC(=O)N1CCN(c2ccccc2)CC1 | 2% | 10% | -20% | -15% | -7% | -9% | . | -1%
CSc1nnc(NC(=O)CCc2ccccc2)s1 | 2% | 4% | 7% | 3% | -5% | -5% | -14% | 9%

Compound profiles (already shown). Order of screens: Tau fibril FP, GAA inh, aGal spleen mod, aGlu spleen mod, Tau ThT inhib, Tau fluor counter, HTT ATP protect, GAA glycogen
CCc1ccc(N(C(=O)CNC(=O)c2cccs2)C(C(=O)NC(C)(C)C)c2cc(OC)c(OC)c(OC)c2)cc1 (configuration not stated) in the list: -7%, 0%, 3%, -7%, -8%, -4%, -2%, 1%
COc1ccc(N2C(=O)NC(NC(=O)c3ccncc3)(C(F)(F)F)C2=O)cc1 (configuration not stated) in the list: 4%, ?, 1%, -4%, 1%, 4%, 28%, 12%
COc1cc(NC(=O)CSc2nnc(C)n3c2cc2oc(C)cc23)cc(OC)c1 in the list: 3%, ., ., ., ?, -12%, ., 14%[76.3 µM]
